From PubChem
Epigenetic reg: derepresses silenced GFP reporter in murine cells; actives 0.2% (n = 280,000); AID 1865; murine LDR cells, GFP reporter derepression, 30 h; Potency, µM (doses to about 53.9 µM), for the others: top-dose GFP activation, hits mostly activators; note: potency is the fitted concentration of half-maximal effect; % of control where 0% means no effect; nearly all actives have a fitted effect of over 60% in size
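Readout is the number of GFP-expressing murine LDR cells, counted by cytometry following washing. Cells were treated with compound for 30 h at 37 C; the stably integrated CMV-GFP locus is normally silent.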
IMPase Li cell: cell-permeable IMPase inhibitors with lithium potentiation; CHO-M1 cells, IP1 TR-FRET (IP-One), carbachol + lithium; actives 0.35% (n = 210,000); Potency, µM (titrated, usually from 59.4 µM), for inactives: at the top dose activity, negative = IMPase inhibition, hits mostly inhibitors;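 note: IP1 builds up when IMPase is blocked and the TR-FRET signal falls; potency is the fitted concentration of half-maximal effect; plate controls were basal vehicle for no effect and high inhibitor control for full effect; nearly all actives have a fitted effect of over 50% in size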
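CHO cells stably expressing M1 receptor (2000/well) were cultured 16–30 h, then exposed to compounds with a small lithium addition for 30 min at 37C. IP1 was measured by TR-FRET competition; AC50 from Hill fits.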
KinaseGlo FLuc: counter-screen: inhibitors of Kinase-Glo firefly luciferase; Q27757; actives 0.28% (n = 200,000); AID 1379; Kinase-Glo luciferase, ATP luminescence, 8 min; Potency, µM (highest dose often 38.3 µM), for inactives: at the top dose activity change, negative = inhibition, hits mostly inhibitors; note: potency is the fitted concentration of half-maximal effect; % is set by controls: 0 for no effect and ±100 for the full control effect; nearly all actives have a fitted effect of over 60% in size
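Substrate mix (final 50 mM imidazole pH 7.2, 50 mM KCl, 7 mM MgCl2, 10 uM ATP, 0.01% Tween 20, 0.05% BSA) plus pin-tool compound, then Kinase-Glo detection mix; 8 min ambient, luminescence read.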
L3MBTL1 inh: L3MBTL1 (human) inhibition; Potency, µM (doses to about 57.1 µM), without a hit: at the highest dose activity, negative = inhibition, most hits filed as inhibitors; AID 485360; actives 0.66% (n = 230,000); Q9Y468; AlphaScreen L3MBTL1–H3K9me1 peptide binding; note: potency is the fitted concentration of half-maximal effect; % is set by controls: 0 for no effect and ±100 for the full control effect; nearly all actives have a fitted effect of over 60% in size
Target sequence (Q9Y468 whole entry, looked up): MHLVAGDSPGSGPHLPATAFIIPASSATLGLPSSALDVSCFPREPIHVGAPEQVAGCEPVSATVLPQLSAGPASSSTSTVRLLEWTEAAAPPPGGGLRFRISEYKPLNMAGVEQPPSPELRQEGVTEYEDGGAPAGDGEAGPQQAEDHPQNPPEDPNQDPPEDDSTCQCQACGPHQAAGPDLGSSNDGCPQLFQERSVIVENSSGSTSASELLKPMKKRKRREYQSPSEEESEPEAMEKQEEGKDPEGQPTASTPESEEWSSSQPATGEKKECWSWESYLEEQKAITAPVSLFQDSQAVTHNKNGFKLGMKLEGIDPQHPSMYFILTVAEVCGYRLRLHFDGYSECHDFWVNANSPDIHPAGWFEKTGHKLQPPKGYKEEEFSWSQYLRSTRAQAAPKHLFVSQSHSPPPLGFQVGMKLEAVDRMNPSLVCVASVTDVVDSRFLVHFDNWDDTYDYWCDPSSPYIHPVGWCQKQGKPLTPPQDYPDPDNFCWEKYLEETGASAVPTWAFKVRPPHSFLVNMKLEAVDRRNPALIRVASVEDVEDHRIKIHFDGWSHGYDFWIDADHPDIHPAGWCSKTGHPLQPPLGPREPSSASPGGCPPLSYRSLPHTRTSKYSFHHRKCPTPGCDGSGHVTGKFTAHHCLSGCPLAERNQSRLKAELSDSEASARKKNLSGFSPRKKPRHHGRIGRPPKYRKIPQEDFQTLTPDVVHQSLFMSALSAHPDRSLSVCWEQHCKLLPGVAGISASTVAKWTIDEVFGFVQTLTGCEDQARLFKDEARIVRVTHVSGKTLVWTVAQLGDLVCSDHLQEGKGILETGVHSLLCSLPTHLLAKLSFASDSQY
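AlphaScreen assay: L3MBTL1 (50 nM final) was preincubated 30 min at room temperature with biotinylated H3(1-15)K9me1 peptide (75 nM final), then 30 min with library compounds; streptavidin donor and nickel chelate acceptor beads (10 ug/mL final) added, 30 min dark.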
NPSR antag: neuropeptide S receptor (human) antagonism, cAMP | Q6W5P4 | CHO-NPSR cells, cAMP TR-FRET, antagonist mode | Potency, µM (highest dose often 38.3 µM), inactives show at the top dose activity change, negative = inhibition, usual class: inhibitors | actives 1% (n = 220,000) | AID 1461; note: potency is the fitted concentration of half-maximal effect; % is set by controls: 0 for no effect and ±100 for the full control effect; nearly all actives have a fitted effect of over 50% in size; many of its hits are not listed in these tables
HttQ103 aggreg: mutant huntingtin aggregation inhibition. PC12 HttQ103-GFP aggregates, Acumen cytometry, 40 h. Potency, µM (top dose mostly 46.1 µM), without a hit: at the highest dose activity change, negative = inhibition, actives largely listed as inhibitors. actives 1.1% (n = 220,000); note: potency is the fitted concentration of half-maximal effect; % is set by controls: 0 for no effect and ±100 for the full control effect; nearly all actives have a fitted effect of over 60% in size
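Aggregates are detected as GFP objects 1–25 µm with signal 6 STDEV over background in lysates of induced PC12 cells. These carry Huntingtin exon 1 with 103 glutamines fused to GFP under an ecdysone promoter; compounds titrated.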
CBFb RUNX1 block: CBF-beta/RUNX1 interaction disruption; Q01196+Q13951; AlphaScreen CBFb-His/RUNX1-biotin binding, biochemical; Potency, µM (top dose mostly 59.8 µM), inactives show top-dose activity, negative = inhibition, hits mostly inhibitors; 230,000 tested, under 10 active; AID 1477; note: % of control where 0% means no effect
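His-tagged CBF-beta and biotinylated RUNX1 (30 nM each) were premixed 20 min at room temperature, exposed to compound for 15 min, then given nickel-chelate and streptavidin AlphaScreen beads (50 ng each). After 90 min, AlphaScreen signal was read.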
The depositor's hits bear a star; ? = inconclusive; · = not tested or not shown; [ ] = remark or other dose. Calls come from the whole dose curve; as a rule, active = well fitted curve in the direction sought with a large enough effect; inconclusive = small, poorly fitted or top-dose-only effect, or another doubt; inactive = no such curve, though single readings can be large; an effect the other way counts as inactive or inconclusive. Only part of the results is shown; rates above refer to the full screens.

SMILES	Epigenetic reg	IMPase Li cell	KinaseGlo FLuc	L3MBTL1 inh	NPSR antag	HttQ103 aggreg	CBFb RUNX1 block
COc1ccc(OC)c(NC(=O)CCCN2C(=S)NC(C)(C)CC2C)c1 (stereo unspecified)	0.9%	3%	-4%	0%	5%	0%	14%
N#CC1=C(N)N=C(SCc2ccccc2)C(C(N)=O)C12CCCCC2 (stereo unspecified)	-4.8%	19%[38.3 µM]	2%	-2%	-24%[46.1 µM]	0%	11%
CCn1nnc(NC(=O)COc2cc(C)ccc2C(C)C)n1	-2.0%	25%[38.3 µM]	-2%	4%	-3%[46.1 µM]	-7%	10%
Cc1ccc(N=c2oc3cc(O)ccc3cc2C(N)=O)cc1	7.2%	·	·	-16%	-20%[46.1 µM]	?	0%
COc1ccc(-c2cn3cc(Cl)ccc3n2)cc1OC	0.7%	-1%[38.3 µM]	0%	-9%	-22%[46.1 µM]	-7%	2%
CCOC(=O)c1cccc(Nc2ncnc3ccccc23)c1	0.8%	24%	3%	16%	3%[46.1 µM]	9%	-9%
COc1ccc(C(=O)n2nc(C)cc2C)cc1Br	-4.5%	29%[38.3 µM]	-4%	·	-11%[46.1 µM]	7%	7%
N#Cc1ccccc1NC(=O)CC1CCCCC1	0.1%	-15%[38.3 µM]	-4%	·	0%[46.1 µM]	1%	-2%
N#C/C(=C\N1CCOCC1)C(N)=O	-0.4%	·	·	1%	30%	8%[9.22 µM]	5%
CSc1cccc(NC(=O)CCC(=O)O)c1	-2.0%	-3%	-2%	8%	10%	-10%	4%
COC(=O)C1C(=O)NC(SC)=C(C#N)C1c1ccccc1 (stereo unspecified)	-0.4%	-22%[38.3 µM]	-1%	-8%	-13%[46.1 µM]	6%	0%
CC(C)(C)NC(=O)COC(=O)c1ccc(O)cc1	-2.1%	-2%	0%	0%	-8%[46.1 µM]	-11%	0%
CC1CCCN(c2ccc(C(=O)NCC3CCCO3)cn2)C1 (stereo unspecified)	2.4%	-4%[38.3 µM]	0%	3%	-12%[46.1 µM]	14%	9%
CCCN1CCN(C(=O)c2cc3c(s2)-c2ccccc2S(=O)(=O)C3)CC1	-4.1%	-2%[38.3 µM]	16%	·	-18%[46.1 µM]	2%	-2%
Cn1cc(CN2CCCC(CO)(Cc3cccc(Cl)c3)C2)cn1 (stereo unspecified)	2.1%	7%	4%	-2%	11%	-17%	5%

Record cards, from the list above.
`N#CC1=C(N)N=C(SCc2ccccc2)C(C(N)=O)C12CCCCC2` (stereo unspecified) in the list: Epigenetic reg = -4.8%; IMPase Li cell = 19%[38.3 µM]; KinaseGlo FLuc = 2%; L3MBTL1 inh = -2%; NPSR antag = -24%[46.1 µM]; HttQ103 aggreg = 0%; CBFb RUNX1 block = 11%
`CCOC(=O)c1cccc(Nc2ncnc3ccccc23)c1` in the list: Epigenetic reg = 0.8%; IMPase Li cell = 24%; KinaseGlo FLuc = 3%; L3MBTL1 inh = 16%; NPSR antag = 3%[46.1 µM]; HttQ103 aggreg = 9%; CBFb RUNX1 block = -9%
`CC(C)(C)NC(=O)COC(=O)c1ccc(O)cc1` in the list: Epigenetic reg = -2.1%; IMPase Li cell = -2%; KinaseGlo FLuc = 0%; L3MBTL1 inh = 0%; NPSR antag = -8%[46.1 µM]; HttQ103 aggreg = -11%; CBFb RUNX1 block = 0%

Further results
SMILES	Epigenetic reg	IMPase Li cell	KinaseGlo FLuc	L3MBTL1 inh	NPSR antag	HttQ103 aggreg	CBFb RUNX1 block
CCC(=O)Nc1cc2c(C)cc(=O)oc2cc1C	-1.5%	-5%[38.3 µM]	9%	·	-6%[46.1 µM]	13%[9.22 µM]	-4%
O=C(Cn1nc(C(F)(F)F)c2c1CCCC2)N1CCOCC1	-1.2%	1%	-3%	1%	-6%	-8%[9.22 µM]	-1%
O=C(NCc1cccnc1)c1cccc(C(F)(F)F)c1	1.4%	2%[38.3 µM]	5%	6%	-10%[46.1 µM]	-8%	8%
O=C(COC(=O)c1cn(-c2ccccc2)nc1-c1cccs1)NC1CC1	0.0%	-3%[38.3 µM]	-1%	9%	-23%[46.1 µM]	-6%	2%
COC(=O)c1ccc(Nc2cc(C)nc(-c3ccccc3O)n2)cc1	6.9%	?	0%	6%	?	-19%	3%
O=C(c1ccc(Cl)cc1)[C@@H]1[C@@H]2C(=O)N(c3cccc4ccccc34)C(=O)[C@@H]2C2c3ccccc3C=NN21 (stereo partly specified)	0.0%	-1%	-3%	-15%	0%	19%	-23%
CCOC(=O)c1cnn(-c2ccccc2)c1-n1cccc1C(=O)C(=O)Nc1ccccc1C(F)(F)F	-1.4%	10%[38.3 µM]	-3%	0%	-29%[46.1 µM]	22%	-10%
O=C(CSc1n[nH]c(=O)[nH]c1=O)Nc1cccc(S(=O)(=O)N2CCOCC2)c1	-0.1%	18%	0%	15%	10%	8%	16%
COc1ccc(S(=O)(=O)N(CCc2ccccc2)CC(=O)O)cc1Cl	-0.3%	25%[38.3 µM]	-2%	·	0%[46.1 µM]	17%	-2%
O=C(CCSc1ccccc1)NCC1CCCO1 (stereo unspecified)	-1.0%	15%[38.3 µM]	-3%	·	7%[46.1 µM]	11%	5%
CCn1cc(CN2CCCC(C(=O)c3ccc(-c4ccccc4)cc3)C2)cn1 (stereo unspecified)	3.3%	-4%	-2%	12%	-9%	11%[9.22 µM]	2%
Cc1cc(OCCOCCNC(C)C)cc(C)c1Cl	5.3%	34%[activator][38.3 µM]	3%	·	21%[46.1 µM]	-25%	-1%
CC(C)(C)OC(=O)N[C@@H](CC(=O)OCc1ccccc1)C(=O)O	-4.1%	-2%	0%	·	-2%	-6%	7%
CC1CCCCC1NC(=O)COC(=O)c1cc(=O)c2ccccc2o1 (stereo unspecified)	0.9%	-1%	0%	9%	17%	-17%	1%
CC1(C)Cc2nc(-c3ccccc3)n3cnnc3c2CO1	-4.5%	6%[38.3 µM]	2%	-1%	6%[46.1 µM]	12%	-4%

Next section; the last five above are carried over.
SMILES	Epigenetic reg	IMPase Li cell	KinaseGlo FLuc	L3MBTL1 inh	NPSR antag	HttQ103 aggreg	CBFb RUNX1 block
CCn1cc(CN2CCCC(C(=O)c3ccc(-c4ccccc4)cc3)C2)cn1 (stereo unspecified)	3.3%	-4%	-2%	12%	-9%	11%[9.22 µM]	2%
Cc1cc(OCCOCCNC(C)C)cc(C)c1Cl	5.3%	34%[activator][38.3 µM]	3%	·	21%[46.1 µM]	-25%	-1%
CC(C)(C)OC(=O)N[C@@H](CC(=O)OCc1ccccc1)C(=O)O	-4.1%	-2%	0%	·	-2%	-6%	7%
CC1CCCCC1NC(=O)COC(=O)c1cc(=O)c2ccccc2o1 (stereo unspecified)	0.9%	-1%	0%	9%	17%	-17%	1%
CC1(C)Cc2nc(-c3ccccc3)n3cnnc3c2CO1	-4.5%	6%[38.3 µM]	2%	-1%	6%[46.1 µM]	12%	-4%
COc1ccc(/C=N/NC(=O)c2cccc(NC(=O)c3ccccc3Cl)c2)c(OC)c1	1.1%	8%	1%	·	-1%	-10%	2%
CCOC(=O)N1CCc2c(sc(NC(=O)c3ccc(Cl)s3)c2C(N)=O)C1	?	10%	6%	-22%	2.5µM*	12%	5%
O=S(=O)(Nc1ccccc1N1CCCCC1)c1ccc(F)cc1	1.1%	·	·	31%[activator]	50%	22%[9.22 µM]	?
CC1CN(C(=S)NC(=O)c2ccc([N+](=O)[O-])cc2)CC(C)O1 (stereo unspecified)	-2.3%	-6%[38.3 µM]	-1%	0%	?	13%	4%
COC(=O)C(NC(C)=O)(Nc1nc(C)cs1)C(F)(F)F (stereo unspecified)	0.8%	16%[38.3 µM]	-2%	·	0%[46.1 µM]	-13%	-6%
CC(C)(C)NC(=S)NC(=O)C12CCC3CC(CC(C3)C1)C2	-1.3%	2%	-1%	-7%	?	?	1%
c1cnc(N2CCN(c3nc4ccccc4n4cnnc34)CC2)nc1	-3.1%	-6%[38.3 µM]	0%	3%	-5%[46.1 µM]	0%	2%
Cc1sc2ncn3cnnc3c2c1C	3.5%	-17%[38.3 µM]	1%	20%	-22%[46.1 µM]	?	16%
Cc1c(-c2cccs2)[n+](=O)c2c(n1[O-])CCCCC2	-1.0%	-6%[38.3 µM]	11%	0%	-1%[46.1 µM]	-2%	1%
Cc1cccc2[nH]c3c(N4CCN(C(=O)c5ccco5)CC4)ncnc3c12	1.0%	21%[38.3 µM]	4%	-10%	-13%[46.1 µM]	-30%	2%
COc1ccccc1Nc1nc(N)nc(CN2CCOCC2)n1	0.7%	-13%[38.3 µM]	0%	2%	2%[46.1 µM]	18%	-27%
CS(=O)(=O)N1CCN(c2cnn(-c3ccccc3)c(=O)c2Cl)CC1	-0.1%	6%	-5%	3%	14%	-7%[9.22 µM]	3%
CCOc1cccc(C2C(C(=O)c3cccs3)=C(O)C(=O)N2Cc2cccnc2)c1 (stereo unspecified)	2.1%	-18%	-1%	0%	15%	6%[9.22 µM]	12%
Cc1ccc(Cl)cc1N1CCN(C(=O)C2CCN(S(=O)(=O)c3cccnc3)CC2)CC1	0.0%	26%[38.3 µM]	20%	·	?	11µM*	8%
Cc1onc(-c2ccccc2)c1C(=O)N1CCc2ccccc21	-0.3%	6%[38.3 µM]	0%	4%	-21%[46.1 µM]	9%	0%
CCC(=O)NC(=S)Nc1ccc(NC(=O)c2ccc(Br)o2)cc1	-1.6%	10%	4%	-5%	-24%	26%	9%
COc1ccc2cc(C(=O)N3CCCCCC3)sc(=O)c2c1OC	-2.2%	-11%[38.3 µM]	-7%	0%	-17%[46.1 µM]	-13%	5%
CO/N=C(/CNC(=O)c1cccc(Cl)c1)c1ccc(Cl)cc1	-2.3%	4%[38.3 µM]	-3%	5%	-25%[46.1 µM]	12%	9%
O=C(Nc1ccccn1)c1cccc(S(=O)(=O)N2CCCCC2)c1	1.0%	9%	0%	?	2%	?	-3%
Cc1ccc2cc(C#N)c(N3CCCN(C(=O)C4CCCO4)CC3)nc2c1 (stereo unspecified)	-0.8%	-3%[38.3 µM]	-5%	3%	2%[46.1 µM]	-6%	-3%
CCOC(=O)C1=C(C)Nc2sc(C(=O)c3ccc(Br)cc3)c(N)c2C1c1ccc(C(=O)OC)cc1 (stereo unspecified)	-0.8%	38%[activator][38.3 µM]	-2%	·	-16%[46.1 µM]	-28%	6%
O=C(NCc1ccccn1)c1cc(-c2ccc(Cl)cc2)oc1C(F)(F)F	0.2%	·	·	·	3%	4%[9.22 µM]	11%
Cc1ccc(C(=O)OCC(=O)NCc2cccs2)cc1S(=O)(=O)N1CCOCC1	-1.7%	-2%	2%	·	-8%	6%	13%
COc1ccccc1-n1c(SCC(=O)N2CCc3ccccc32)nc2c(c1=O)SCC2	0.0%	31%[activator][38.3 µM]	-1%	-16%	-10%[46.1 µM]	-14%	-13%
